Compound activity as filed in PubChem BioAssay.
14-3-3 PPI = modulators of human 14-3-3 gamma - Raf peptide interaction. P61981. FP, 14-3-3gamma / TMR-pS259-Raf peptide binding. inhibition, % at 40 µM. 160,000 tested, 0.19% active. AID 422; in the data active = inhibition above about 30%;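 also: 0% = protein plus tracer without compound and 100% = blank with tracer alone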
Target sequence (P61981 whole entry, looked up): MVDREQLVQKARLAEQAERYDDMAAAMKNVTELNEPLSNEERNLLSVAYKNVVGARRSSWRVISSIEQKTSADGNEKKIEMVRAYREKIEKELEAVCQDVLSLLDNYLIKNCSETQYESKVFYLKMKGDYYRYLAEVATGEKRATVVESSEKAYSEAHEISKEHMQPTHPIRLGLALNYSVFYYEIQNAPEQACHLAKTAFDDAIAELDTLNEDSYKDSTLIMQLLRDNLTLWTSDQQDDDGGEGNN
Active calls of the source: *; & = joins results of further samples.

SMILES	14-3-3 PPI
CC(C)(C)n1ncc2c(=O)n(Cc3c(F)cccc3Cl)cnc21	-5
O=C(Nc1cc(C(F)(F)F)ccc1Cl)c1cccs1	-2
COc1ccccc1N1C(=S)SC2CS(=O)(=O)CC21 (stereo not drawn)	6
O=C(COC(=O)c1ccc(N2CCCC2=O)cc1)NCc1ccco1	0
COc1ccc(C2Oc3c(OC)cccc3C3CC(c4ccco4)=NN32)cc1OC (stereo not drawn)	-108
CN(C(=O)c1nn2c(c1Br)NC(c1ccc(Br)o1)CC2C(F)(F)F)C1CCCCC1 (stereo not drawn)	-117
CCOc1ccc(Cn2nnc(C(=O)NCCc3ccccc3)c2N)cc1	-2
CC1(c2ccccc2)CC(C)(C)N(C(=O)c2cccc(F)c2)c2ccccc21 (stereo not drawn)	-7
Cc1ccc2ccc(C(Nc3ccccn3)c3ccc4c(c3)OCO4)c(O)c2n1 (stereo not drawn)	2
Cc1c(Cl)cccc1-c1ccc(C(=O)Nc2ccc(NC(=O)c3ccco3)cc2)o1	-30
Cc1ccc2[nH]c(=O)c3cc(C(=O)NCCN4CCN(C)CC4)sc3c2c1	1
CCOC(=O)CSc1ncnc2c1cnn2-c1ccc(Cl)cc1	0

Four of the compounds above, field by field.
> COc1ccc(C2Oc3c(OC)cccc3C3CC(c4ccco4)=NN32)cc1OC (stereo not drawn)
  14-3-3 PPI: -108

> CN(C(=O)c1nn2c(c1Br)NC(c1ccc(Br)o1)CC2C(F)(F)F)C1CCCCC1 (stereo not drawn)
  14-3-3 PPI: -117

> CCOc1ccc(Cn2nnc(C(=O)NCCc3ccccc3)c2N)cc1
  14-3-3 PPI: -2

> CC1(c2ccccc2)CC(C)(C)N(C(=O)c2cccc(F)c2)c2ccccc21 (stereo not drawn)
  14-3-3 PPI: -7

Later entries
SMILES	14-3-3 PPI
Cc1nn(C(=O)CCCCCNC(=O)c2ccccc2)c(C)c1Cl	-4
Cc1ccc(NC(=O)CN(C)S(=O)(=O)c2cccs2)c(Cl)c1	-4
CCCOC(=O)C1=C(C)NC2=C(C(=O)CC(c3cccs3)C2)C1c1ccc([N+](=O)[O-])cc1 (stereo not drawn)	-10
COC(=O)c1ccc(C2c3c(oc4ccccc4c3=O)C(=O)N2CCCN2CCOCC2)cc1 (stereo not drawn)	-3
CCOC(=O)CSc1ccc(C(=O)OCC)cc1[N+](=O)[O-]	3
CC1=C(C(=O)OCCOc2ccccc2)C(c2ccccc2[N+](=O)[O-])NC(=O)N1C (stereo not drawn)	1
COc1cc2c(=O)n(-c3ccc(C)cc3)c(=O)n(CC(=O)Nc3cc(C)[nH]n3)c2cc1OC	4
O=c1cc(-c2ccc3c(c2)OCO3)oc2ccccc12	-11&1
CCOc1cc(S(=O)(=O)NCc2ccc3c(c2)OCO3)c(C)cc1C	0
Cc1ccc(C(=O)Nc2c(-c3cccs3)nc3ccc(Cl)cn23)cc1	9
CCOC(=O)c1nc(Nc2ccc(OC(F)(F)F)cc2)c2ccccc2n1	-12
CC(=O)Nc1ccc(-n2c(C=Cc3cccc4ccccc34)nc3ccccc3c2=O)cc1	-1
O=C(CCNS(=O)(=O)c1cccs1)NCc1ccc(F)cc1	-2
COC(=O)c1ccc(CSc2nnnn2C)o1	-6
Cn1c(CCNC(=O)c2ccc(F)cc2)nc2ccccc21	1
COCc1cc(C)nc2sc(C(=O)N(c3ccccc3)c3ccccc3)c(N)c12	-11
CCCCN=c1sc(C(=O)OC)cc(=O)n1CCCC	-1
Cc1ccc(N2C(=O)c3ccc(-c4ccc5c(c4)C(=O)N(c4ccc(C)cc4C(=O)O)C5=O)cc3C2=O)c(C(=O)O)c1	-6
C=C(C)c1cccc(C(C)(C)NC(=O)N2CCN(C(c3ccccc3)c3ccccc3)CC2)c1	0
Cc1ccc(C(=O)OC2CC(C)CCC2C(C)C)cc1C (stereo not drawn)	6
CCN1CCN(C(CNC(=O)c2ccc3c(c2)OCO3)c2cccnc2)CC1 (stereo not drawn)	-2
CCOC(=O)c1sc(NC(=O)C2CC2)cc1C	-4
COc1cc(C(=S)N2CCOCC2)cc(OC)c1OC	0
Cc1ccc2oc(-c3cc(N=CC=Cc4ccc5c(c4)OCO5)ccc3O)nc2c1	-61
CN(CC(=O)N1CCCc2c1c(=O)oc1ccc(O)cc21)c1ccccc1	5
CCCCS/C(=C(/C#N)C(N)=O)c1cc2c([nH]1)CCCC2	-4
Cc1ccc(-n2ncc3c(=O)n(CC(=O)OCc4ccccc4)cnc32)cc1	-3
O=c1ccccc2c3c([nH]c12)CCCC3	-5
CCCCCNC(=O)Cn1c(=O)[nH]c2ccsc2c1=O	-3
NC(=O)CSc1nc2c([nH]c3ccccc32)c(=O)n1-c1ccc(F)cc1	-9
O=c1c2sccc2nc(SCc2ccccc2Cl)n1-c1ccccc1	-4
COc1ccccc1CC(=O)Nc1ccccc1C(=O)O	-2
CC(=O)Oc1ccc2ccccc2c1C=Nc1cc([N+](=O)[O-])ccc1C	87*
COC(=O)CSc1nc2sc3c(c2c(=O)n1-c1ccccc1)CCN(C)C3	-3
NCCC(=O)N1c2ccccc2Sc2ccc(Cl)cc21	3
Cc1cc2ncn(C(=O)Cc3ccc(F)cc3)c2cc1C	-7
CC(C)CCn1c(SCc2ccc(Cl)cc2)nc2c1c(=O)[nH]c(=O)n2C	-9
CCSC1(SCC)N=C(N)C2(C#N)C(c3ccccc3)NC3=C(CCC3)C12C#N (stereo not drawn)	-11
COc1ccc(OC)c(S(=O)(=O)NCc2ccccc2)c1	-5
COc1ccc(OCC(O)Cn2c(C)[n+](C)c3ccccc32)cc1 (stereo not drawn)	-10
CCOc1ncccc1C(=O)Nc1ccccc1C(=O)NCc1ccc2c(c1)OCO2	-6
O=C(Nc1c(C(=O)O)oc2ccc(Br)cc12)c1ccccc1	4
CN(c1ccc(Br)cc1)S(=O)(=O)c1ccc2[nH]cc(C(=O)N3CCOCC3)c(=O)c2c1	-20
CCc1ccc(OCC2c3cc(OC)c(OC)cc3CCN2C(=O)c2ccc([N+](=O)[O-])cc2)cc1 (stereo not drawn)	-7
Cc1ccc(NC(=O)Cn2c(=O)n(-c3ccc4c(c3)OCO4)c(=O)c3c(C)c(C)sc32)c(Cl)c1	-3
CCCCn1c(CN2CCOCC2)nc2c1c(=O)n(C)c(=O)n2C	-7
CC(C)=CCCC1(C)OC(=O)NC1(C)O (stereo not drawn)	16
CN(C)CC(C(=O)c1ccccc1)c1ccccc1 (stereo not drawn)	-9
COc1ccc(COC(=O)C2=C(C)NC(=O)NC2c2ccc(F)cc2)cc1 (stereo not drawn)	1
Cc1ccc(-c2nnn(CC(=O)N(c3cccc(O)c3)C(C(=O)NC(C)(C)C)c3cccs3)n2)o1 (stereo not drawn)	-9
N#CC1=C2SCN(c3ccccc3)CN2C(=O)CC1c1cccs1 (stereo not drawn)	-12
Oc1cc(O)cc(/C=C/c2ccc(O)c(O)c2)c1	-7
O=C(NCCCN1CCOCC1)c1cc(-c2ccccc2)on1	4
O=C(c1cc(-c2ccccc2)on1)N1CCCC1	-6
COc1ccc(CNC(=O)c2ccc3c(=O)n(C4CCCCC4)c(=S)[nH]c3c2)cc1	0
COc1ccc2nc3oc(C(=O)Nc4ccc(C)cc4Br)cc3cc2c1	-8
O=C(CCC1CCCC1)N1CCN(S(=O)(=O)Cc2ccccc2)CC1	5
CN(C(=O)c1cc(-c2ccc(F)cc2)on1)c1ccccc1	-12
Cc1nc2ccc3nc(NC(=O)c4cc(=O)c5ccccc5o4)sc3c2s1	-42
CC1(CC(=O)O)C(=O)N=C2C=CC=CN21 (stereo not drawn)	4
(list continues)
SMILES	14-3-3 PPI
Cc1nnc(SCC(=O)N2CC(=O)Nc3ccccc32)n1-c1ccccc1	-7
COC(=O)C1=C(C)NC(=O)NC1c1sccc1C (stereo not drawn)	2
CC1=C(C(=O)OC2CCCC2)C(c2cc3c(cc2[N+](=O)[O-])OCO3)C2=C(CC(C)(C)CC2=O)N1 (stereo not drawn)	-2
Cc1ccc(-c2ccc(CCC(=O)O)n2-c2cccc(Br)c2)cc1	-21
O=C(CSc1nc2ccc([N+](=O)[O-])cc2s1)Nc1ccccc1C(F)(F)F	-8
O=C(CSc1nc2ccsc2c(=O)n1-c1ccc(F)cc1)c1ccc(O)c(O)c1	-10
CCOC(=O)c1cc(-c2cccnc2)nn1-c1ccccn1	-4
O=C(CCN1CCOCC1)Nc1cccc(Br)c1	-3
COc1ccccc1NC(=O)CSc1nnc(CNC(=O)c2ccco2)o1	-7
COc1ccccc1-c1cc(C(=O)N2CCCCC2)no1	-1
O=C(COc1ccc(Br)cc1CO)Nc1ccccc1F	-5
CCN1CCN(CCCNC(=O)C2CCC(Cn3c(=S)[nH]c4ccccc4c3=O)CC2)CC1 (stereo not drawn)	-13
CCOc1ccc(-n2c(=O)c3c(C)c(C)sc3n(Cc3ccc([N+](=O)[O-])cc3)c2=O)cc1	5
CCOCCc1nnc(NC(=O)COC)s1	-4
CCOC(=O)N1CCN(c2c(N3CCN(c4ccccc4OC)CC3)c(=O)c2=O)CC1	-3
CC(C)CC(C(=O)Nc1ccc2c(c1)OCCO2)N1C(=O)c2ccccc2C1=O (stereo not drawn)	2&0
O=C(C1CCC1)N1CCc2cc(S(=O)(=O)N3CCN(c4ccccc4F)CC3)ccc21	2
CCOc1cc(N2CCOCC2)c(OCC)cc1NC(=O)c1ccc(=O)n(Cc2ccccc2)n1	-5
O=C(CSc1ncnc2sc3c(c12)CCCC3)c1ccc(Br)cc1	-9
Cc1ccc(CNC(=O)c2ccc3c(c2)nc(C)n3-c2ccc(Br)cc2)cc1	-40
O=C(CSc1nc2ccsc2c(=O)n1CCc1ccc(Cl)cc1)NC1CCCC1	-4
CCc1cc(=O)oc2cc3occ(-c4ccc(OC)c(F)c4)c3cc12	1
O=c1oc2ccccc2cc1-c1nc(-c2ccccc2)cs1	8
COc1ccc(NC(=O)c2cc(=O)c3ccccc3o2)cn1	-8

Reformatted with values ahead of the structure: entries from further up.
| 14-3-3 PPI | Structure |
| --- | --- |
| -30 | Cc1c(Cl)cccc1-c1ccc(C(=O)Nc2ccc(NC(=O)c3ccco3)cc2)o1 |
| 1 | Cc1ccc2[nH]c(=O)c3cc(C(=O)NCCN4CCN(C)CC4)sc3c2c1 |
| 0 | CCOC(=O)CSc1ncnc2c1cnn2-c1ccc(Cl)cc1 |
| -4 | Cc1nn(C(=O)CCCCCNC(=O)c2ccccc2)c(C)c1Cl |
| -4 | Cc1ccc(NC(=O)CN(C)S(=O)(=O)c2cccs2)c(Cl)c1 |
| -10 | CCCOC(=O)C1=C(C)NC2=C(C(=O)CC(c3cccs3)C2)C1c1ccc([N+](=O)[O-])cc1 (stereo not drawn) |

Further records.
SMILES	14-3-3 PPI
C=C(c1ccccc1)n1c(=O)[nH]c2ccccc21	2
COc1cc(OC)cc(-c2nnc(NC(=O)c3ccc(S(=O)(=O)N4CCCC4)cc3)o2)c1	-7
CC(=O)N1CCc2cc(Br)cc(S(=O)(=O)CCC(=O)NCc3ccc(F)cc3)c21	-9
COc1cc(C2C(C#N)=C(N)Oc3c2oc(CO)cc3=O)cc(OC)c1OC (stereo not drawn)	2
Brc1cccc(-c2nnco2)c1	13
CCCc1[nH]nc2c1C(c1cc(OC)ccc1F)C(C#N)=C(N)O2 (stereo not drawn)	-3
Cc1nn(C(C)(C)C)c(OC(=O)c2ccccc2[N+](=O)[O-])c1Sc1ccccc1[N+](=O)[O-]	-4
CCCCOc1ccc(Nc2ncnc3ccccc23)cc1	-10
c1ccc(-c2ccc(-c3ccccn3)nn2)nc1	3&2
S=c1[nH]nc(-c2ccccc2Cl)n1-c1ccccc1	7
CCCCc1ccc(-c2nc(Cc3ccccc3)no2)cc1	0
COc1ccc(N=C2SC(C(=O)O)CC(=O)N2C)cc1 (stereo not drawn)	2

Part of the list above, as a markdown table:
| Compound | 14-3-3 PPI |
| --- | --- |
| CCCCOc1ccc(Nc2ncnc3ccccc23)cc1 | -10 |
| c1ccc(-c2ccc(-c3ccccn3)nn2)nc1 | 3&2 |
| S=c1[nH]nc(-c2ccccc2Cl)n1-c1ccccc1 | 7 |
| CCCCc1ccc(-c2nc(Cc3ccccc3)no2)cc1 | 0 |
| COc1ccc(N=C2SC(C(=O)O)CC(=O)N2C)cc1 (stereo not drawn) | 2 |

(list continues)
SMILES	14-3-3 PPI
Cc1ccc(S(=O)(=O)N2CCC(C(=O)N[C@H](C(=O)N3CCN(C)CC3)C(C)C)CC2)cc1	3
COCC(=O)Nc1ccc(C)c(Cl)c1	4
Cc1nc2c3ccccc3nc(SCC(=O)c3ccc(Br)cc3)n2n1	5
COC(=O)c1c(NC(=O)CC2Sc3ccccc3NC2=O)sc2c1CCC(C)C2 (stereo not drawn)	-4
C=CCOC(=O)C1=C(C)NC2=C(C(=O)CC(C)(C)C2)C1c1ccc(O)c(OC)c1 (stereo not drawn)	-22
CCOc1ccc(NC(=O)COc2cccc(C)c2)c([N+](=O)[O-])c1	5
C=CCNC(=O)c1c(Cl)nc(C)c(Cl)c1C	-16
COC(=O)c1c(NC(=O)c2nc3ncccn3n2)sc2c1CCC2	-11
CS(=O)(=O)N(Cc1cc2ccccc2[nH]c1=O)C1CCCCC1	-4
O=C(CN1C(=O)CC(c2ccccc2)=Nc2ccccc21)NCc1ccco1	-8
COc1cc(C(c2c[nH]c3ccccc23)c2c[nH]c3ccccc23)cc(Br)c1O	-216
c1nc(NCC2CCCO2)c2[nH]cnc2n1 (stereo not drawn)	0
Cn1c(=O)c2c(nc(N3CCOCC3)n2Cc2ccccc2Cl)n(C)c1=O	-8
Cc1ccc(-n2c(=O)c3c4c(sc3n3c(C)nnc23)CN(Cc2ccccc2)CC4)cc1	-39
CCC(=O)NCCn1c(C)cc2ccccc21	-3&1
COc1cccc(N2CCN(C(=O)C3CCC(CNS(=O)(=O)c4ccc(Br)s4)CC3)CC2)c1 (stereo not drawn)	-4
COC(=O)c1cc(-c2c(C)oc3cc(OC(C)C)ccc3c2=O)c(C)o1	-1
CCOC(=O)c1c(NC(=O)CSc2nnc3scc(-c4ccccc4)n23)sc2c1CCC(C)C2 (stereo not drawn)	-8
CN(C)CCCN1C(=O)C(=O)/C(=C(/O)c2ccc(F)cc2)C1c1ccco1 (stereo not drawn)	3
COc1ccc(C2/C(=C(\O)c3ccc(Cl)cc3)C(=O)C(=O)N2CCO)cc1 (stereo not drawn)	1
Cc1sc2[nH]c(=O)n(-c3ccc(Cl)cc3)c(=O)c2c1C	-3
COc1ccc(S(=O)(=O)Nc2ccccc2F)cc1OC	1
COc1cc2nc(-c3cccc(Br)c3)oc(=O)c2cc1OC	1

Not all compounds are listed (hit frequency here may not be typical).
